Screens deposited in PubChem BioAssay by several laboratories.
pCIP destab – lowers stability of the mouse p/CIP coactivator protein | Q05BA5 | hit rate 0.01% among 290,000 | F442A p/CIP-EGFP cells, EGFP fluorescence, 16 h | decrease of EGFP signal, % at 10 µM;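 active = EGFP signal decrease of at least 30% at 10 µM or well 3 SD below plate mean, unless failing retest; inactive = the rest, including hits failing retest or dose response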; note: some compounds called inactive have numbers as strong as hits; many of its hits are not listed in these tables
NALP1 inh – NALP1 inhibition; S. cerevisiae NALP1/ASC/caspase-1 growth, X-gal OD620, 72 h; inhibition, % at 10 µM; hit rate 0.61% among 280,000; AID 2071; in the data active = inhibition mostly above about 24%, no sharp cut-off; inactive = mostly below about 32%; note: some compounds called inactive have numbers as strong as hits
IMP-1 inh – blocks Pseudomonas aeruginosa IMP-1 metallo-beta-lactamase | AID 1556 | purified IMP-1, nitrocefin hydrolysis, epi-absorbance fluorescence | inhibition, % at 5.6 µM | hit rate 0.45% among 290,000;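 active = inhibition above the mean plus 3 SD of all compounds in the same screening run, cut at about 4.5% in these data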;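 note: 0% = IMP-1 with DMSO and 100% = DMSO wells lacking enzyme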
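Assay system: purified IMP-1; Quantity: IMP-1 0.2 nM before substrate addition; Medium: HEPES buffer pH 7.1 with ZnSO4 and Brij 35; Incubation: 15 min enzyme–compound preincubation, then 25 min nitrocefin reaction, 25 °C; Signal: fluorescence quenching readout, ex 480/em 530 nm; Controls: DMSO with and without IMP-1; Repeats: singlicate testing.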
VIM-2 inhibitor – inhibitors of Pseudomonas aeruginosa VIM-2 metallo-beta-lactamase | purified VIM-2, nitrocefin hydrolysis, epi-absorbance fluorescence | inhibition, % at 5.6 µM | hit rate 0.89% among 290,000;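 active = inhibition above the mean of all tested compounds plus 3 SD, cutoff set per screening run, cut at about 7.5% in these data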;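 note: red hydrolysis product quenches plate fluorescence so inhibitors raise well fluorescence; 0% = enzyme with DMSO and 100% = DMSO without enzyme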
IDE act – boosts human insulin-degrading enzyme activity in HEK cells; FAbeta-B cleavage, fluorescence polarization; 0% vehicle, 100% cell-free pure enzyme wells; activation, % at 5.96 µM; hit rate 0.073% among 340,000;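 active = activation above the mean of all tested compounds plus 3 SD, set per screening campaign, cut at about 17% in these data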
PHOSPHO1 block – inhibitors of human PHOSPHO1 phosphatase; inhibition, % at 13.3 µM; Q8TCT1; hit rate 1.1% among 290,000; AID 1565; recombinant PHOSPHO1, absorbance phosphatase assay; in the data active = inhibition above about 60%
Target sequence (Q8TCT1 whole entry, looked up): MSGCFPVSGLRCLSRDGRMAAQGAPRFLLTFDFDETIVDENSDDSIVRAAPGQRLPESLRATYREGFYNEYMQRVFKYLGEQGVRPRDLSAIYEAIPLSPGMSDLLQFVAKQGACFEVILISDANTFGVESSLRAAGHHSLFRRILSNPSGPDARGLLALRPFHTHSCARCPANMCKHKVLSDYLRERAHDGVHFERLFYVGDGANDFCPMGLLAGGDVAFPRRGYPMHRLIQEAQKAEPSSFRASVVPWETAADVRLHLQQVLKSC
PfM18AAP inh – PfM18AAP enzyme inhibition. recombinant PfM18AAP, H-Glu-NHMec fluorogenic cleavage. inhibition, % at 7.35 µM. hit rate 1.2% among 290,000. AID 1822;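 active = inhibition above the campaign mean inhibition over all tested compounds plus 3 SD, cut at about 28% in these data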;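 note: 0% = plate median of test compound wells and 100% = 2 mM ZnCl2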
GPR7 antagonist – blocks human GPR7 receptor signaling; P48145; GPR7-expressing cells, fluorescence antagonist assay; inhibition, % at 4.4 µM; hit rate 1.1% among 290,000; in the data active = inhibition above about 16%, passing the limit was not always enough;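 note: cells stimulated with the agonist NPW; 0% = agonist with vehicle and 100% = vehicle without agonist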
Target sequence (P48145 whole entry, looked up): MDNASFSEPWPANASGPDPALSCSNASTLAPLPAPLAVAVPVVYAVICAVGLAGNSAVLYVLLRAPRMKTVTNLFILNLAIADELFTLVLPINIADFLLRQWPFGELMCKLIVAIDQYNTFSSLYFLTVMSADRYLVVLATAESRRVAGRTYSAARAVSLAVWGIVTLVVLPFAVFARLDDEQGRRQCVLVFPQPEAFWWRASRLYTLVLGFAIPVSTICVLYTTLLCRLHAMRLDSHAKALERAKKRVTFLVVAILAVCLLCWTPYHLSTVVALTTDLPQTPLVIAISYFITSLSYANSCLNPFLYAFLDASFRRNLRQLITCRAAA
IDE cell inh – inhibitors of human insulin-degrading enzyme in cells. HEK cells, FAbetaB cleavage, fluorescence polarization. inhibition, % at 5.59 µM. hit rate 0.41% among 320,000;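 active = percent inhibition above the average of all tested compounds plus 3 SD, set per screening campaign, cut at about 16% in these data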;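 note: IDE supplied by intact live HEK cells; FP after avidin binding of uncleaved biotin substrate so inhibition keeps polarization high; 0% = DMSO wells and 100% = 60 µM reference IDE inhibitor Ii1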
Numbers without * were called inactive; . = no result given.

1	CCCCCCOC(=O)c1ccc(NC(=O)c2cc(OC)c(OC)c(OC)c2Br)cc1
2	Cc1nc2ccccc2c(=O)n1NC(=O)c1cccnc1Cl
3	O=C(Nc1nnc(SCc2ccc(F)cc2)s1)c1ccco1
4	CSc1nc(N)n2nc(C(C)(C)C)cc2n1
5	COc1cc(OC)c(C2NC(=O)CCC2[N+](=O)[O-])cc1OC (centres undefined)
6	CN(C)CCNC(=O)Cc1c(C(=O)O)n(C)c2ccccc12
7	Cc1ccc2nc(SCC(=O)Nc3nnc(SCC(N)=O)s3)[nH]c2c1
8	O=C(CSc1ccc2nnc(-c3cccc(F)c3)n2n1)N1CCCc2ccccc21
Screen / compound no.,1,2,3,4,5,6,7,8
pCIP destab,-6,8,8,-3,-11,4,2,-2
NALP1 inh,29,4,8,-12,13,-4,-6,14
IMP-1 inh,-2.9,0.1,-3.2,-2.1,-3.8,-2.8,-3.6,-2.9
VIM-2 inhibitor,-0.5,0.5,-2.0,-1.1,-1.8,-0.1,-5.2,2.5
IDE act,5,-2,5,-3,1,.,-1,2
PHOSPHO1 block,21,28,-42,10,32,-6,19,-21
PfM18AAP inh,0,-2,0,-6,0,-10,5,-1
GPR7 antagonist,-5,-5,-10,-11,3,-13,18,-9
IDE cell inh,4,1,2,4,1,.,-1,-2

9	COc1ccc2cc(C(c3nnnn3C3CCCCC3)N3CCCCCC3)c3nnnn3c2c1 (centres undefined)
10	Nc1ccc(C(=O)n2c3ccccc3c3ccccc32)cc1
11	C/C(=N/NC(=O)CNS(=O)(=O)c1ccccc1)c1ccc(Br)cc1
12	COCC(C)NC(=O)CSc1nc2ccccc2n1CCc1ccccc1 (centres undefined)
13	COc1ccccc1CNC(=O)c1ccc(NS(C)(=O)=O)cc1
14	O=S(=O)(/N=C(/Nc1ccc(F)cc1F)c1ccccc1)c1ccccc1
15	COc1ccccc1NC(=O)c1nnn(CC(=O)Nc2cccc(SC)c2)c1N
16	Cc1cc(S(=O)(=O)N2CCN(c3ncccn3)CC2)ccc1-n1cnnn1
Screen / compound no.,9,10,11,12,13,14,15,16
pCIP destab,.,-11,2,0,-2,-17,-12,4
NALP1 inh,.,1,-5,18,11,-6,.,-4
IMP-1 inh,-2.5,-4.6,-2.0,-2.7,-3.1,-3.9,-2.1,-1.8
VIM-2 inhibitor,5.0,-0.4,-3.4,-2.5,-0.6,-0.9,-2.5,0.5
IDE act,2,2,4,7,5,2,5,2
PHOSPHO1 block,.,-17,11,6,34,-1,0,-10
PfM18AAP inh,7,-1,-1,9,-4,9,1,-5
GPR7 antagonist,1,0,7,-1,4,-18,-11,2
IDE cell inh,5,4,5,4,0,0,4,-1

Ordered by length of the SMILES (rising): 9 of the compounds above
4	CSc1nc(N)n2nc(C(C)(C)C)cc2n1
3	O=C(Nc1nnc(SCc2ccc(F)cc2)s1)c1ccco1
12	COCC(C)NC(=O)CSc1nc2ccccc2n1CCc1ccccc1 (centres undefined)
5	COc1cc(OC)c(C2NC(=O)CCC2[N+](=O)[O-])cc1OC (centres undefined)
7	Cc1ccc2nc(SCC(=O)Nc3nnc(SCC(N)=O)s3)[nH]c2c1
14	O=S(=O)(/N=C(/Nc1ccc(F)cc1F)c1ccccc1)c1ccccc1
16	Cc1cc(S(=O)(=O)N2CCN(c3ncccn3)CC2)ccc1-n1cnnn1
8	O=C(CSc1ccc2nnc(-c3cccc(F)c3)n2n1)N1CCCc2ccccc21
9	COc1ccc2cc(C(c3nnnn3C3CCCCC3)N3CCCCCC3)c3nnnn3c2c1 (centres undefined)
Screen / compound no.,4,3,12,5,7,14,16,8,9
pCIP destab,-3,8,0,-11,2,-17,4,-2,.
NALP1 inh,-12,8,18,13,-6,-6,-4,14,.
IMP-1 inh,-2.1,-3.2,-2.7,-3.8,-3.6,-3.9,-1.8,-2.9,-2.5
VIM-2 inhibitor,-1.1,-2.0,-2.5,-1.8,-5.2,-0.9,0.5,2.5,5.0
IDE act,-3,5,7,1,-1,2,2,2,2
PHOSPHO1 block,10,-42,6,32,19,-1,-10,-21,.
PfM18AAP inh,-6,0,9,0,5,9,-5,-1,7
GPR7 antagonist,-11,-10,-1,3,18,-18,2,-9,1
IDE cell inh,4,2,4,1,-1,0,-1,-2,5

Other results follow.
17	CCCCN(CC)CCCNC(=O)c1cc2c(=O)[nH]c3ccccc3c2s1
18	COc1ccc(N2C(=O)CCC(C(=O)N3CCN(c4ccccn4)CC3)C2c2ccc(F)cc2)cc1 (centres undefined)
19	CCOC(=O)c1cc(C(=O)NN)c(=O)[nH]c1C
20	CCCCC1=CC2=C(c3ccco3)C(=O)C(C)(OC(=O)c3ccc(OC)cc3)C(=O)C2=CN1CC(C)C (centres undefined)
21	COc1cc(C2Nc3cccc4cccc(c34)N2)ccc1O
22	CCOC(=O)c1c(/N=C/c2cccc([N+](=O)[O-])c2O)sc2c1CCC2
23	COc1ccccc1N1CCN(C(=O)c2ccc(CS(=O)(=O)c3ccccc3OC)o2)CC1
24	COc1ccc(-n2cccc2/C=C2\C(=N)N3N=C(c4ccco4)SC3=NC2=O)cc1
Screen / compound no.,17,18,19,20,21,22,23,24
pCIP destab,6,1,-7,-13,-15,-2,-2,-16
NALP1 inh,7,5,.,.,7,4,15,3
IMP-1 inh,-2.5,-0.4,-2.4,.,-3.8,0.4,-1.6,-0.7
VIM-2 inhibitor,11*,-3.4,-2.0,.,1.9,-2.6,0.6,-0.8
IDE act,-2,1,2,0,19*,4,3,-1
PHOSPHO1 block,20,28,38,4,34,34,14,-86
PfM18AAP inh,2,2,-3,.,46*,9,-13,10
GPR7 antagonist,-5,-7,-10,.,-11,-3,-8,-7
IDE cell inh,1,4,-3,-3,-1,4,0,5

25	COc1cc(/C=N/NC(=O)c2nnn(-c3nonc3N)c2C(C)C)ccc1O
26	O=C(Nc1ccc(S(=O)(=O)Nc2ncccn2)cc1)c1ccc(S(=O)(=O)N2CCCC2)cc1
27	CCOc1ccc(C(=O)NC(C(=O)NCCc2ccc(S(N)(=O)=O)cc2)C(C)C)cc1 (centres undefined)
28	COc1ccc2c(=O)c(N3C(=O)c4ccccc4C3=O)coc2c1
29	COc1ccccc1NC(=O)c1cc(Cl)nnc1Cl
30	N#CCCN(C(=O)c1cc2c(s1)-c1ccccc1S(=O)(=O)C2)c1ccccc1
31	Cc1nn(-c2cc(C(F)(F)F)ccc2Cl)c2nc(C(Cl)(Cl)Cl)[nH]c(=O)c12
32	CCCn1c(SCC(=O)NC(C)c2ccccc2)n[nH]c1=O (centres undefined)
Screen / compound no.,25,26,27,28,29,30,31,32
pCIP destab,1,-15,-6,0,20,8,-9,-7
NALP1 inh,-22,6,1,2,20,3,-7,-3
IMP-1 inh,0.0,0.3,-5.8,-2.3,-1.0,-0.4,-3.4,-2.3
VIM-2 inhibitor,-6.4,0.2,-1.6,-1.0,-0.4,-1.2,-1.9,-1.8
IDE act,6,-4,6,2,3,-2,4,7
PHOSPHO1 block,28,0,11,-2,28,32,-8,3
PfM18AAP inh,7,-8,-4,0,-1,3,-5,-5
GPR7 antagonist,3,-5,11,-16,-20,-8,-6,-2
IDE cell inh,2,-1,9,4,8,-2,3,3

33	C=CCN(CC=C)S(=O)(=O)c1ccc(NC(=S)NC(=O)/C=C/c2ccc(C)cc2)cc1
34	CCOc1cc(N2CCOCC2)c(OCC)cc1NC(=O)Cc1ccccc1OC
35	CSCc1cc(N(C)c2ccccc2)nc(-c2ccccc2)n1
36	O=C(O)c1cccc(S(=O)(=O)N2CCCC(c3nc4c(nnn4Cc4ccccc4Cl)c(=O)[nH]3)C2)c1 (centres undefined)
37	CCC(C)N1CCN(C(=O)C2CCN(S(=O)(=O)c3c(C)noc3/C=C/c3ccco3)CC2)CC1 (centres undefined)
38	CCOCCCNC(=O)CN1CCN(Cc2ccc(Cl)cc2)C1=O
39	CCC(=O)NC(=S)Nc1ccc(NC(=O)c2ccc([N+](=O)[O-])cc2Cl)cc1
40	COc1ccc(C2C(=O)c3ccccc3C2=O)cc1OC
Screen / compound no.,33,34,35,36,37,38,39,40
pCIP destab,2,-16,-10,-3,3,-3,-13,-4
NALP1 inh,.,18,18,10,11,-5,14,8
IMP-1 inh,-1.1,-0.5,-3.5,-0.6,-1.8,-2.2,-2.5,-4.0
VIM-2 inhibitor,-0.5,1.3,-0.7,0.2,-0.1,0.7,-2.0,-2.7
IDE act,-10,2,0,5,4,2,0,7
PHOSPHO1 block,-2,29,42,19,7,.,9,-13
PfM18AAP inh,5,-3,-3,-5,7,0,3,-8
GPR7 antagonist,6,13,-10,1,14,-7,-8,-5
IDE cell inh,0,-4,3,-2,2,-2,-4,-7

41	O=C(COc1ccc(Cl)cc1)Nc1nc(-c2cccs2)cs1
42	Cn1nccc1C(=O)N1CCCC(Nc2ccc(F)cc2)C1 (centres undefined)
43	Cc1nn(Cc2cccc(C(=O)Nc3ccn(Cc4ccccc4)n3)c2)c(C)c1[N+](=O)[O-]
44	CCCCn1c(-c2cccs2)nc2oc3ccccc3c(=O)c2c1=O
45	O=C(Nc1ccc(N2CCN(C(=O)c3ccccc3)CC2)c(Cl)c1)c1ncn[nH]1
46	COc1ccccc1-c1ccc(SCC(=O)NCCc2ccccc2)nn1
47	Cc1ccc(NC(=O)C2CCC(=O)N2C(=O)OCc2ccccc2)cc1 (centres undefined)
48	COc1ccc(NS(=O)(=O)c2ccc(NC(=O)c3ccc(Br)cc3)cc2)nn1
Screen / compound no.,41,42,43,44,45,46,47,48
pCIP destab,0,4,9,-18,-15,-2,4,-19
NALP1 inh,21,28,20,0,.,-10,-10,14
IMP-1 inh,-3.0,0.6,-5.4,-0.9,-1.2,-3.7,-3.3,-2.5
VIM-2 inhibitor,0.1,2.1,-2.4,-0.8,-1.4,-3.5,-3.5,0.4
IDE act,-2,2,7,-4,1,0,2,3
PHOSPHO1 block,19,40,10,39,15,16,55,41
PfM18AAP inh,-4,8,4,7,10,6,3,-5
GPR7 antagonist,-3,15,-7,-10,-7,2,-1,-12
IDE cell inh,9,1,8,0,9,-5,-3,2
